# PKM2 activator – PKM2 (human) enzyme activation | purified PKM2, Kinase-Glo ATP luminescence, activation; response scale: 0% is enzyme alone, no compound | Potency, µM (doses to about 57.5 µM), without a hit: top-dose activation, hits mostly activators | actives 0.34% (n = 260,000) | AID 1631; also: potency is read from the fitted curve at half-maximal effect; % is scaled to controls: 0 for no effect and ±100 for the full control effect; nearly all actives have a fitted effect of over 55% in size
#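 ATP formation by purified human PK-M2, quantified via coupled luciferase luminescence after 1 h at room temperature with 0.1 mM ADP and 0.5 mM PEP final.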
# USP2a block – blocks human ubiquitin-specific protease USP2a. O75604. USP2 core, Ub-CHOP2 coupled fluorogenic reporter, 485/531. Potency, µM (series often up to 38.3 µM), for inactives: at the highest dose activity change, negative = inhibition, usual class: inhibitors. actives 0.01% (n = 330,000). AID 463254;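 also: potency is read from the fitted curve at half-maximal effect; plate controls were DMSO wells for no effect and full inhibition by NEM control for full effect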
#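 Deubiquitinase activity read as fluorescence (485/531 nm) after Ub-CHOP2 cleavage activates the enterokinase reporter on its substrate; USP2 core 10nM, Ub-CHOP2 and substrate 25nM each, 30min compound preincubation then 60min RT; data normalized to NEM, curves fitted.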
# B2AR arrestin – beta2AR (human) beta-arrestin recruitment activity | actives 0.02% (n = 330,000) | P07550 | AID 492947 | beta-arrestin recruitment to beta2AR, cell-based reporter | Potency, µM (series often up to 46.1 µM), without a hit: top-dose activation, actives largely listed as activators;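 also: potency is read from the fitted curve at half-maximal effect; 0% = DMSO controls and full agonism = EC100 isoproterenol or metaproterenol; nearly all actives have a fitted effect of over 65% in size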
# Giardia kill – kills Giardia lamblia | Giardia lamblia trophozoite viability | actives 0.15% (n = 340,000) | activity change, % at 7.66 µM, hits read low | AID 540267; in the data active = activity change below about -80%; inconclusive = between about -30% and that limit;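 also: parasites exposed to compound for two days anaerobically before the ATP read; % is scaled to controls: 0 for no effect and ±100 for the full control effect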
#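 Anaerobic 48 hrs incubation at 37 deg C of 100 trophozoites/well with test compounds; ATPLite 1-Step luminescence, 15-30 min RT, reports cellular ATP as viability.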
# KCNH2 3.1 block – inhibitors of human KCNH2 3.1 potassium channel isoform. actives 0.95% (n = 340,000). U2OS KCNH2 3.1, thallium flux FluxOr; stronger effect = lower value. AID 720553. activity change, % (tested at about 1.8 µM);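 active = maximum activity change below -70%; inconclusive = maximum activity change from -70% to -50%; inactive = maximum activity change above -50%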;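 also: thallium influx rate constant from kinetic fluorescence after stimulation buffer; % is scaled to controls: 0 for no effect and ±100 for the full control effect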
#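 Thallium flux via FluxOr fluorescence (Red40 quencher, 45 min loading) in U2OS cells virally expressing the KCNH2 3.1 isoform (1.77 x 10^8 /mL virus, overnight at 37 C). Rate constants from 2-min kinetic reads post-stimulation, normalised to positive and negative controls.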
# Menin-MLL TR inh – inhibitors of human menin-MLL interaction, mutant MLL peptide | Menin + Texas Red MLL mutant peptide, fluorescence polarization | Potency, µM (top dose mostly 61.6 µM), for inactives: at the highest dose FP activity change, negative = inhibition, actives largely listed as inhibitors | actives 0.23% (n = 270,000); active = well fitted inhibition curve with a large enough effect in the polarisation, with a control signal flat, not every such curve was filed as active; inconclusive = small, poorly fitted or top-dose-only effect, or effect the other way, or a change in a side signal; inactive = no such curve, though single readings can be large or run the other way; the % refers to the polarisation; also: potency is read from the fitted curve at half-maximal effect; % of control where 0% means no effect; many of its hits are not listed in these tables
# TRPV1 agonist – human TRPV1 agonism; TRPV1-expressing cells, Fluo-8 calcium influx, agonist mode; activation, % at 8.33 µM; actives 0.19% (n = 320,000); in the data active = activation above about 80%; inconclusive = between about 30% and that limit; also: 0% is about no effect
# Target sequence (Q8NER1 whole entry, looked up): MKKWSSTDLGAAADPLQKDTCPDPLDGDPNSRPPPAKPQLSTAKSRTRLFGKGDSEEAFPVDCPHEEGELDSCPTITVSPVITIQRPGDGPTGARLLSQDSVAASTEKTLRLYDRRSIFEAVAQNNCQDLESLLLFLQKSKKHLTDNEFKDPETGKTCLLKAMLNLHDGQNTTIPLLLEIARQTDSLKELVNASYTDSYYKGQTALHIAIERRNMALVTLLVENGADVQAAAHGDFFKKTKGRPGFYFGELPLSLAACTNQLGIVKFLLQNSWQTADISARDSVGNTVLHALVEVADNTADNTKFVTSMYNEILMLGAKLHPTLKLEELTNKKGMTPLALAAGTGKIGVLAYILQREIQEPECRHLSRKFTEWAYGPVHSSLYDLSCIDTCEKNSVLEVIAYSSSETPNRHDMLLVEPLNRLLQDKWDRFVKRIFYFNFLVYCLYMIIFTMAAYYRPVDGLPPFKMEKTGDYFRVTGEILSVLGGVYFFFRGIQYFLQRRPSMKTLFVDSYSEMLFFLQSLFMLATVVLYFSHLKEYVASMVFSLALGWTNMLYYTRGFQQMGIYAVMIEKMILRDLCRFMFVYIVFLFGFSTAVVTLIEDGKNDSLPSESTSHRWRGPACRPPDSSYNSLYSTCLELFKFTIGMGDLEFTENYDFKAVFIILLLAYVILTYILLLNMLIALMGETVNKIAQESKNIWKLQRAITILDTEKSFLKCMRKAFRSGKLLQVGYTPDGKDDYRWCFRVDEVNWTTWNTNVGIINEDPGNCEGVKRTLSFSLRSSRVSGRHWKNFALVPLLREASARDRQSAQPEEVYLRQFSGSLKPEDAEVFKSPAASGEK
#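 TRPV1-expressing cells were cultured overnight at 35.5C and loaded with Fluo-8 calcium dye for 40 to 90 min at room temperature. After a 10 s baseline, compound was added and calcium influx was read kinetically for 3 min (ex 480/em 520 nm).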
# hERG WT inh – inhibitors of human wildtype KCNH2 potassium channel; Q12809; U2OS, BacMam KCNH2, thallium flux FluxOr; stronger effect = lower value; AID 720551; activity change, % at 1.84 µM; actives 0.37% (n = 340,000);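 active = maximum activity change below -70%; inconclusive = maximum activity change between -70% and -50%; inactive = maximum activity change above -50%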; also: % is scaled to controls: 0 for no effect and ±100 for the full control effect
#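 U2OS cells were transduced with wild-type KCNH2 virus (2.03 x 10^8 / mL) for 4 h at room temperature, then cultured overnight at 37 C. Thallium flux was read with FluxOr dye. Rate constants were normalized to DMSO controls.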
# MLL CXXC-DNA inh – MLL CXXC-DNA interaction inhibition; actives 0.037% (n = 290,000); Potency, µM (series often up to 115 µM), inactives show top-dose activity change, negative = inhibition, usual class: inhibitors; MLL-CXXC / FITC-HOXA9 DNA fluorescence polarization; AID 2662; active = well fitted inhibition curve with a large enough effect in the polarisation, with a control signal flat, not every such curve was filed as active; inconclusive = small, poorly fitted or top-dose-only effect, or effect the other way, or a change in a side signal; inactive = no such curve, though single readings can be large or run the other way; the % refers to the polarisation; also: potency is read from the fitted curve at half-maximal effect
#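 Fluorescence polarization: 7 uM MLL-CXXC (stock) preincubated 5 min with compounds, then 50 nM fluorescein-HOX-A9 DNA (stock) added; 30 min ambient. Buffer 50 mM Tris-HCl pH 7.5, 50 mM NaCl, 1 mM DTT, 0.05% BSA.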
# GALK inhibitor – blocks human galactokinase activity; actives 0.007% (n = 270,000); P51570; Purified GALK, Kinase-Glo residual ATP luminescence; Potency, µM (series often up to 57.5 µM), for inactives: at the highest dose activity change, negative = inhibition, most hits filed as inhibitors; AID 1868; also: potency is read from the fitted curve at half-maximal effect; % is scaled to controls: 0 for no effect and ±100 for the full control effect
#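 ATP-depletion format; final 35 uM ATP, 100 uM D-galactose, 5 nM enzyme; pH 8.0 HEPES/Mg2+ buffer; 60 min RT; luminescence read 10 min after detection reagent.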
# Coupling enz – coupling enzyme interference in Giardia aldolase counter-screen; coupling enzyme system counterscreen, AmpLite Red fluorescence; activity change, negative = inhibition, % at 58.2 µM, hits read low; actives 0.67% (n = 290,000); AID 2472; in the data active = activity change below about -30%; also: % is scaled to controls: 0 for no effect and ±100 for the full control effect
#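 Fluorescence at 525 nm excitation and 598 nm emission measured inhibition of the coupled detection system without aldolase. Compounds (at 57.5 uM final) were preincubated 10 min at room temperature with coupling enzyme reagent before a 20 min substrate/AmpLite Red step.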
# Numbers without * were called inactive; ? = inconclusive; / = no result given; & = joins results of further samples; [ ] = another dose, or the depositor's remark. Unless noted, calls follow the shape of the dose curve; as a rule, active = well fitted curve in the direction sought with a large enough effect; inconclusive = small, poorly fitted or top-dose-only effect, or another doubt; inactive = no such curve, though single readings can be large; an effect the other way counts as inactive or inconclusive. Some of the compounds tested, so the mix of outcomes need not match the whole.
Compound	PKM2 activator	USP2a block	B2AR arrestin	Giardia kill	KCNH2 3.1 block	Menin-MLL TR inh	TRPV1 agonist	hERG WT inh	MLL CXXC-DNA inh	GALK inhibitor	Coupling enz
Cc1nc2ccccc2n1/N=C/c1cccnc1	11%	0%	3.9%	-2	1	-6%	-2	-3	-6%	5%	1
CC(=O)Nc1ccc(NC(=O)CN(C)S(=O)(=O)c2ccc3nc(C)sc3c2)cc1	/	-2%	0.3%	-23	-7	-4%	2	8	7%	1%	-1
CCN(CC)C(=O)CSc1nnc(-c2ccc(F)cc2)n1N	1%	3%	-1.3%	5	3	0%	4	16	2%	-1%	4
CCOC(=O)C1CCN(Cc2ccc(F)cc2F)CC1	-8%	3%	0.1%	-1	9	-5%	0	-2	-3%	0%	-2
COc1ccc(N2C(=O)CN=C2Nc2cccc(C)c2C)cc1OC	-4%	0%	-0.2%	13	-26	-7%	-2	-12	-9%	0%	2
Cc1c(C(=O)c2ccc(N(C)C)cc2)c2ccccn2c1CCC#N	1%	1%	0.1%	6	0	-6%	2	-4	9%	-4%	-11
COc1cc(/C=C\C(=O)O)cc(S(=O)(=O)N2CCCCCC2)c1OC	0%	0%	0.0%	-1	-5	-10%	1	-8	-2%	5%	1
COc1cc(C(C[N+](=O)[O-])c2c(C)[nH]c3ccccc23)cc(OC)c1OC (stereo unspecified)	-15%	1%	0.3%	-26	12	11%	9	4	8%	-2%	-1
O=C(COC(=O)Cc1ccc(Br)cc1)NC1CC1	/	-1%	-0.8%	0	0	/	3	0	/	/	/
O=C(/C=C\c1ccc(-c2ccccc2)o1)c1ccccc1	?	0%	-0.2%	-22	-8	6%	12	-13	32%[activator]	0%	-12
C/C(=C1/SC(N2CCCC2)=NC1=O)c1ccc(Br)cc1	1%	-2%	0.1%	13	5	-17%	?	-1	8%	-3%	-1
Cc1ccc(C(=O)Oc2ccccc2C(=O)N2CCOCC2)cc1	-21%	-1%	-0.3%	11	-3	17%	7	-10	-5%	0%	2
Cc1cccc(C)c1-n1c(C)cc(/C=N/NC(=O)c2ccncc2)c1C	-9%	1%	0.4%	6	-8	-14%	1	-6	-8%	4%	0
CSCCC(=O)N1CCC(n2nccc2NC(=O)CCc2ccccc2)CC1	/	4%	0.5%	-25	-1	/	-1	3	1%	-2%	/
CC12CC3(C)CC(C)(C1)CC(C(=O)NCC(=O)O)(C2)C3	1%	1%	0.0%	22	6	12%	0	12	7%	-3%	5
COc1ccc(-c2nc(C#N)c(NCCCN(C)C)o2)cc1OC	24%	1%	-0.2%	11	3	?	4	-2	-2%	1%	8
C/C(=N\NC(N)=O)c1cc(Cl)cc(Cl)c1O	-1%	0%	-0.1%	-12	28	/	-1	-1	-7%	4%	0
O=C1CN(C(=O)c2ccccc2Cl)c2ccccc2N1	3%	1%	0.3%	9	-9	-5%	3	5	0%	2%	-10
CSCCC(NC(=O)c1ccccc1Br)C(=O)N1CCCCCCC1 (stereo unspecified)	/	0%	-0.1%	4	-1	/	0	6	/	/	/
N#CCSc1n[nH]c2nc3c(c(=O)n12)C1(CCCC1)Cc1ccccc1-3	17%	-4%	12%	-7	2	?	1	11	-7%	3%	7
O=C(NCCNC(=O)c1cccnc1)c1ccc(Br)cc1	-1%	0%	-0.9%	9	19	4%	0	-12	6%	0%	4
O=C(c1cccs1)N1CCN(c2nnc(-c3ccccc3)c3ccccc23)CC1	3%	2%	7.6%	4	-20	?	3	20	2%	10%	5
CCOC(=O)CC(=O)Nc1ccsc1C(N)=O	?	0%	0.2%	8	1	/	-1	0	-4%	/	4
CCOC(=O)C1=C(C)Nc2nnnn2C1c1c[nH]c2ccccc12 (stereo unspecified)	25%	0%	-0.3%	/	/	0%[11.7 µM]	/	/	4%	2%	-18
Clc1cccc(Cl)c1CO/N=C/c1cccs1	2%	-3%	0.1%	-21	9	/	-1	4	6%	-3%	4
c1ccc(-c2nn3c(-c4ccco4)nnc3s2)nc1	0%	0%	0.2%	-5	9	?	0	-14	4%	-1%	0
COc1cc(SC)ccc1C(=O)Nc1ccccn1	-10%	2%	-0.6%	?	-6	/	19	4	-7%	-1%	-6
O=C(N/N=C/C=C/c1ccccc1)c1cccc(Br)c1	5%	1%	-0.4%	5	-27	2%	21	-15	31%[activator]	3%	/
CC1(C)CCC(=O)N(c2ccccc2)C1=O	1%	-1%	0.3%	10	5	0%	1	2	9%	-2%	0
FC(F)(F)c1cc(C(F)(F)F)c2ccc(N3CCOCC3)nc2n1	/	-1%	-0.3%	8	9	-18%	18	9	5%	1%	1

# Grouped by structure: the compounds so far containing a Cl atom.
Compound	PKM2 activator	USP2a block	B2AR arrestin	Giardia kill	KCNH2 3.1 block	Menin-MLL TR inh	TRPV1 agonist	hERG WT inh	MLL CXXC-DNA inh	GALK inhibitor	Coupling enz
C/C(=N\NC(N)=O)c1cc(Cl)cc(Cl)c1O	-1%	0%	-0.1%	-12	28	/	-1	-1	-7%	4%	0
O=C1CN(C(=O)c2ccccc2Cl)c2ccccc2N1	3%	1%	0.3%	9	-9	-5%	3	5	0%	2%	-10
Clc1cccc(Cl)c1CO/N=C/c1cccs1	2%	-3%	0.1%	-21	9	/	-1	4	6%	-3%	4

# (listing goes on)
Compound	PKM2 activator	USP2a block	B2AR arrestin	Giardia kill	KCNH2 3.1 block	Menin-MLL TR inh	TRPV1 agonist	hERG WT inh	MLL CXXC-DNA inh	GALK inhibitor	Coupling enz
Cc1ccc(S(=O)(=O)N2CCCC2C(=O)NCc2ccco2)cc1 (stereo unspecified)	?	2%	0.4%	0	20	-14%	-1	4	8%	0%	1
Cc1cccc(C)c1NC(=O)CN(C)CC(=O)Nc1ccccc1Oc1ccccc1	1%	-4%	-0.1%	0	7	-16%	27	-8	-5%	1%	0
COc1cc(NC(=O)CN2C(=O)COc3ccc(S(=O)(=O)N4CCCC4)cc32)cc(OC)c1	/	0%	-0.1%	7	10	10%	5	11	9%	14%	0
CCOc1ccccc1C(=O)Nc1cc(C(=O)NCCc2ccccc2)ccc1Cl	-2%	1%	0.1%	23	6	?	1	-18	-3%	/	2
CCOC(=O)c1cnn(Cc2ccccc2Cl)c1N	2%	2%	0.0%	-8	5	0%	7	8	1%	1%	1
CCN1C(=O)/C(=C\N2CCN(C)CC2)SC1=S	0%	5%	-0.6%	5	5	-18%	1	-3	2%	6%	2
COC(=O)CN(C(=O)CSc1nnc(-c2cccc(OC)c2)o1)c1ccc(OC)cc1	-13%	-6%	0.2%	27	16	-6%	4	4	1%	0%	-1
CC(C)(C)NC(=O)CN(Cc1ccccc1)S(=O)(=O)c1ccccc1	-1%	0%	0.4%	-6	39	0%	11	-4	0%	3%	0
O=C(Nc1nc2ccccc2n1CCN1CCOCC1)c1cn(-c2ccccc2)nc1-c1ccccc1	-3%	-2%	0.1%	2	-27	?	6	3	-19%	3%	4
C/C(=N\NC(=O)C1CCCC1)c1ccc(Cl)cc1Cl	-7%	3%	-0.3%	20	2	/	11	-4	15%	7%	/
CC(=O)c1ccc(-c2nc3ccccc3n2C)o1	-37%	-5%	0.3%	-1&-6	-1	1%	3	7	-1%	3%	-6
Cc1ccc(S(=O)(=O)N(Cc2n[nH]c(=S)n2-c2ccccc2)c2cccc(Cl)c2)cc1	19%	0%	0.1%	5	20	?	7	16	-3%	6%	10
O=C(c1ccco1)N1CCN(C(=S)NC2CC3CCC2C3)CC1 (stereo unspecified)	1%	3%	0.1%	5	14	-8%	0	9	3%	-1%	-3
Cc1ccc(-n2nnnc2SCC(=O)c2ccc3c(c2)NC(=O)CO3)c(C)c1	16%	3%	0.2%	2	-5	/	4	11	8%	-3%	5

# Structures shown so far containing fluorine (3):
Compound	PKM2 activator	USP2a block	B2AR arrestin	Giardia kill	KCNH2 3.1 block	Menin-MLL TR inh	TRPV1 agonist	hERG WT inh	MLL CXXC-DNA inh	GALK inhibitor	Coupling enz
CCN(CC)C(=O)CSc1nnc(-c2ccc(F)cc2)n1N	1%	3%	-1.3%	5	3	0%	4	16	2%	-1%	4
CCOC(=O)C1CCN(Cc2ccc(F)cc2F)CC1	-8%	3%	0.1%	-1	9	-5%	0	-2	-3%	0%	-2
FC(F)(F)c1cc(C(F)(F)F)c2ccc(N3CCOCC3)nc2n1	/	-1%	-0.3%	8	9	-18%	18	9	5%	1%	1

# From PubChem BioAssay
